# High-throughput results: PubChem, National Center for Advancing Translational Sciences (NCATS)
# CXXC DNA block: MLL CXXC-DNA interaction inhibition | Q03164 | MLL-CXXC / FITC-HOXA9 DNA fluorescence polarization | Potency, µM (highest dose often 115 µM), for inactives: top-dose activity change, negative = inhibition, usual class: inhibitors | actives 0.037% (n = 290,000) | AID 2662; active = well fitted inhibition curve with a large enough effect in the polarisation, with a control signal flat, not every such curve was filed as active; inconclusive = small, poorly fitted or top-dose-only effect, or effect the other way, or a change in a side signal; inactive = no such curve, though single readings can be large or run the other way; the % refers to the polarisation; note: potency is the fitted concentration of half-maximal effect
#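 Fluorescence polarization: 7 uM MLL-CXXC (stock) preincubated 5 min with compounds, then 50 nM fluorescein-HOX-A9 DNA (stock) added; 30 min ambient. Buffer 50 mM Tris-HCl pH 7.5, 50 mM NaCl, 1 mM DTT, 0.05% BSA.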
# PKM2 act: PKM2 (human) enzyme activation | P14618 | purified PKM2, Kinase-Glo ATP luminescence, activation; response scale: 0% is enzyme alone, no compound | Potency, µM (titrated, usually from 57.5 µM), without a hit: top-dose activation, hits mostly activators | actives 0.34% (n = 260,000) | AID 1631; note: potency is the fitted concentration of half-maximal effect; % is set by controls: 0 for no effect and ±100 for the full control effect; nearly all actives have a fitted effect of over 55% in size
# Target sequence (P14618 whole entry, looked up): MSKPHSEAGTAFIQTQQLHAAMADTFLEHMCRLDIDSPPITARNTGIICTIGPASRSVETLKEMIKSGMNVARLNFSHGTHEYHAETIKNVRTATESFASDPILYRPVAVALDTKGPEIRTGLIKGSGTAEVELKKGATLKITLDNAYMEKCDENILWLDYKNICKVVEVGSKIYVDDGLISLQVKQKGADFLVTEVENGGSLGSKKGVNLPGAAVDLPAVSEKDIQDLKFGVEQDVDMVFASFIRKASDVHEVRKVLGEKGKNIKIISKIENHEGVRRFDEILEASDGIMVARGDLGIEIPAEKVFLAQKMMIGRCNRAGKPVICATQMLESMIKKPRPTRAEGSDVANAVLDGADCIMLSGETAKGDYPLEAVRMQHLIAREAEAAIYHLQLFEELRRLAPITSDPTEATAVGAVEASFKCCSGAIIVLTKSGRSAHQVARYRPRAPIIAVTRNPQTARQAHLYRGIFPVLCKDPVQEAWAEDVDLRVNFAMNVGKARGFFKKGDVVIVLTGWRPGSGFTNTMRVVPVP
#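 Kinase-Glo luminescence reports ATP generated from ADP (0.1 mM) and PEP (0.5 mM) by purified hPK-M2 after 1 h at room temperature, pH 7.2 imidazole buffer; intermediate enzyme activity allows detecting inhibitors and activators.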
# TRPV1 ag: agonists of human vanilloid receptor 1 (TRPV1); Q8NER1; AID 540275; TRPV1-expressing cells, Fluo-8 calcium influx, agonist mode; actives 0.19% (n = 320,000); activation, % at 8.33 µM; in the data active = activation above about 80%; inconclusive = between about 30% and that limit; note: 0% is about no effect
#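 Fluo-8 calcium influx in TRPV1-expressing cells, kinetic read (ex 480/em 520 nm). Compound added and read 3 min for agonist activity, followed by capsaicin at EC20 final and 2 min further read for enhancement.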
# Giardia kill: Giardia lamblia killing; Giardia lamblia trophozoite viability; activity change, % at 7.66 µM, hits read low; actives 0.15% (n = 340,000); AID 540267; in the data active = activity change below about -80%; inconclusive = between about -30% and that limit;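 note: parasites exposed to compound for two days anaerobically before the ATP read; % is set by controls: 0 for no effect and ±100 for the full control effect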
#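 ATP-content bioluminescence gauges trophozoite survival. Cells (100/well) receive compound and incubate anaerobically for 48 hrs at 37 deg C; detection reagent follows for 15-30 min at room temperature.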
# USP2a inh: USP2a (human) protease inhibition | Potency, µM (titrated, usually from 38.3 µM), inactives show at the highest dose activity change, negative = inhibition, most hits filed as inhibitors | actives 0.01% (n = 330,000) | USP2 core, Ub-CHOP2 coupled fluorogenic reporter, 485/531 | AID 463254;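 note: potency is the fitted concentration of half-maximal effect; plate controls were DMSO wells for no effect and full inhibition by NEM control for full effect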
#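 Cell-free coupled assay: 10nM USP2 core preincubated 30min RT with compound in Tris-HCl pH 8.0/CaCl2/CHAPS buffer, then 25nM Ub-CHOP2 and 25nM reporter substrate; fluorescence (Ex 485/Em 531) read after 60min RT, normalized to NEM inhibition, concentration-response curves fitted.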
# GALK inhibitor: inhibitors of human galactokinase | Purified GALK, Kinase-Glo residual ATP luminescence | Potency, µM (titrated, usually from 57.5 µM), without a hit: top-dose activity change, negative = inhibition, actives largely listed as inhibitors | actives 0.007% (n = 270,000); note: potency is the fitted concentration of half-maximal effect; % is set by controls: 0 for no effect and ±100 for the full control effect
#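 GALK at 5 nM final was combined with compound, 35 uM ATP and 100 uM galactose in HEPES pH8.0 with MgCl2 and DTT. The reaction ran one hour at room temperature before luminescent ATP detection.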
# KCNH2 WT inh: KCNH2 (human, wildtype) channel inhibition; Q12809; U2OS, BacMam KCNH2, thallium flux FluxOr; hits give low values; activity change, % at 1.84 µM; actives 0.37% (n = 340,000);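 active = maximum activity change below -70%; inconclusive = maximum activity change between -70% and -50%; inactive = maximum activity change above -50%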; note: % is set by controls: 0 for no effect and ±100 for the full control effect
#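 U2OS cells transduced with wild-type KCNH2 virus are loaded with FluxOr dye for 45 min, and thallium flux is measured in kinetic reads before and after stimulation buffer. Rate constants are normalized to DMSO controls.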
# B2AR arrestin: agonists driving beta-arrestin recruitment to human beta2-adrenergic receptor. AID 492947. Potency, µM (series often up to 46.1 µM), for the others: top-dose activation, hits mostly activators. beta-arrestin recruitment to beta2AR, cell-based reporter. actives 0.02% (n = 330,000). P07550;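 note: potency is the fitted concentration of half-maximal effect; 0% = DMSO controls and full agonism = EC100 isoproterenol or metaproterenol; nearly all actives have a fitted effect of over 65% in size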
# Target sequence (P07550 whole entry, looked up): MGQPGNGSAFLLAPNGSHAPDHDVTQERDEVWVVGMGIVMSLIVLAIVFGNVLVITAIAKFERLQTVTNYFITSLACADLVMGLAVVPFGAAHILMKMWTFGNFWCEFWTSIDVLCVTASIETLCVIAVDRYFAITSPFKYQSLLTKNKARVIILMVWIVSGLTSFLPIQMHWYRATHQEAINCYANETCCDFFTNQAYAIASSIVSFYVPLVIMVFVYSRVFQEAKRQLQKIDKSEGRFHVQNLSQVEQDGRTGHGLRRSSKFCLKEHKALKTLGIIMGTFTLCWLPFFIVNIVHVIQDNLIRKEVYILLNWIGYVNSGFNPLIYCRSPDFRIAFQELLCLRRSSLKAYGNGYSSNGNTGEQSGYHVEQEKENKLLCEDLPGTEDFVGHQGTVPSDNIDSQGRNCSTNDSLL
# FBPA coupling cs: coupling enzyme interference in Giardia aldolase counter-screen; coupling enzyme system counterscreen, AmpLite Red fluorescence; activity change, negative = inhibition, % at 58.2 µM, hits read low; actives 0.67% (n = 290,000); in the data active = activity change below about -30%; note: % is set by controls: 0 for no effect and ±100 for the full control effect
#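 Counterscreen lacking aldolase: glyceraldehyde-3-phosphate coupling-enzyme reagent preincubated 10 min at RT with compound (at 57.5 uM final), then substrate/coupling system with AmpLite Red added; fluorescence read at 525/598 nm after 20 min RT.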
# KCNH2 3.1 block: blocks the human KCNH2 3.1 channel isoform; activity change, % (tested at about 1.8 µM); actives 0.95% (n = 340,000); U2OS KCNH2 3.1, thallium flux FluxOr; hits give low values;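 active = maximum activity change below -70%; inconclusive = maximum activity change from -70% to -50%; inactive = maximum activity change above -50%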;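 note: thallium influx rate constant from kinetic fluorescence after stimulation buffer; % is set by controls: 0 for no effect and ±100 for the full control effect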
#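 Thallium flux read-out: FluxOr dye with Red40 quencher in HBSS/HEPES, 45 min at RT. Rate constants from kinetic reads were normalized to positive and negative DMSO controls. Cells: U2OS virally expressing the 3.1 isoform.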
# Menin-MLL TR inh: inhibitors of human menin-MLL interaction, mutant MLL peptide. actives 0.23% (n = 270,000). O00255. Potency, µM (series often up to 61.6 µM), for the others: at the top dose FP activity change, negative = inhibition, usual class: inhibitors. Menin + Texas Red MLL mutant peptide, fluorescence polarization; active = well fitted inhibition curve with a large enough effect in the polarisation, with a control signal flat, not every such curve was filed as active; inconclusive = small, poorly fitted or top-dose-only effect, or effect the other way, or a change in a side signal; inactive = no such curve, though single readings can be large or run the other way; the % refers to the polarisation; note: potency is the fitted concentration of half-maximal effect; % of control where 0% means no effect; many of its hits are not listed in these tables
# Numbers without * were called inactive; ? = inconclusive; nt = no result given; [ ] = another dose, or the depositor's remark. Unless noted, calls come from the whole dose curve; as a rule, active = well fitted curve in the direction sought with a large enough effect; inconclusive = small, poorly fitted or top-dose-only effect, or another doubt; inactive = no such curve, though single readings can be large; an effect the other way counts as inactive or inconclusive. Not all compounds are listed; count on the stated rates, not on these rows.
SMILES,CXXC DNA block,PKM2 act,TRPV1 ag,Giardia kill,USP2a inh,GALK inhibitor,KCNH2 WT inh,B2AR arrestin,FBPA coupling cs,KCNH2 3.1 block,Menin-MLL TR inh
Cc1cccc(C)c1NC(=O)CN(c1ccccn1)S(=O)(=O)c1ccccc1,2.4%,-1.0%,-2.2,2.9,-0.3%,-6.5%,-7.5,0.2%,3.7,nt,2.5%
CC(C)(C)c1csc(NC(=O)Cn2cnc3ccccc3c2=O)n1,1.4%,-0.5%,-5.0,-1.6,1.2%,-1.5%,-22.5,-0.4%,1.6,-10.2,19.6%
CC(C)CCNC(=O)c1c(CSc2ccccc2)noc1C(=O)NCc1ccccc1,6.0%,-5.9%,7.3,-16.1,1.5%,-1.7%,11.0,-1.0%,0.4,12.0,nt
Cc1ccc(C(=O)NCCCNC(=O)c2cccnc2)cc1,4.6%,-0.5%,-2.7,3.7,3.0%,9.9%,0.6,0.2%,0.7,9.3,-7.2%
CC(C)(C)c1ccc(S(=O)(=O)NCc2ccc(C(=O)NCc3ccccn3)cc2)cc1,7.3%,-13.6%,2.3,5.9,1.4%,1.1%,1.0,-0.9%,0.1,2.7,5.2%
CCOc1ccc(NC(=O)CN(C)C(=O)c2ccc(N3CCCC3)c([N+](=O)[O-])c2)cc1OCC,nt,nt,6.5,21.1,-0.9%,nt,-2.3,3.2%,nt,-2.9,nt
CCCCS(=O)CC(O)COCC (stereo not given),-13.8%,-2.5%,4.1,-5.5,-4.9%,0.1%,1.2,-0.2%,6.0,2.6,0.6%
COc1cc(C)ccc1Oc1ncnc(N)c1[N+](=O)[O-],15.2%,nt,-3.1,8.5,0.6%,-2.5%,1.2,0.2%,3.5,11.7,19.4%
Cc1cc(C)nc(SCC(=O)Nc2ncc(Cc3cccc(Cl)c3)s2)n1,-3.2%,4.8%,1.6,4.4,0.8%,nt,-10.5,-0.9%,-1.0,17.3,25.1%
O=C(c1cc(-c2ccncc2)nc2ccccc12)N1CCN(c2ccccc2O)CC1,5.6%,5.0%,-2.4,-4.2,0.6%,4.6%,38.7,-0.3%,nt,-15.8,nt
COc1cc2c(cc1OC)C1=C(C#N)COCN1CC2,5.2%,-0.3%,-1.7,8.7,1.4%,3.2%,0.4,0.4%,-10.8,14.1,5.7%
CCc1nc(N2CCN(C(=O)c3ccccc3)CC2)c2c3c(sc2n1)CCCC3,1.7%,-0.3%,?,21.2,-2.0%,3.4%,3.9,-0.1%,4.6,15.5,?
Fc1ccc(/C=N/Nc2nccnc2Cl)cc1,-0.4%,-34.9%[11.5 µM],1.5,-1.9,-2.2%,19.0%,-0.4,0.0%,-1.7,7.7,6.5%
CCC(=O)Nc1cc2c3c(c1)CCC(=O)N3CCC2,8.9%,nt,-1.6,33.5[activator],1.7%,-0.5%,23.0,-0.3%,nt,-6.9,nt
CN1CCN(c2oc(-c3ccccc3F)nc2S(=O)(=O)c2ccc(Cl)cc2)CC1,10.5%,-2.4%,17.0,-2.5,-1.3%,-0.2%,5.9,0.1%,nt,-18.2,nt
C=C1C(O)[C@@H]2O[C@]3(CC[C@H](/C=C/C(C)[C@@H]4CC(C)=CC5(O[C@H](C[C@@](C)(O)CO)CCC5O)O4)O3)CC[C@H]2O[C@@H]1C(O)CC(C)[C@H]1OC2(CCCCO2)CCC1C (stereo not given in full),nt,nt,nt,-1.0,-0.3%,nt,-12.9,-0.4%,nt,4.5,nt
CCOC(=O)c1nc2nc(C)c(Cl)c(=O)n2[nH]1,0.4%,3.0%,2.6,-10.7,0.1%,-0.5%,-23.5,-0.2%,-0.5,-6.7,-28.1%
COc1ccc(CNC(=O)[C@H](NC(=O)C2CCN(C(=O)[C@@H](N)CCSC)CC2)C(C)C)cc1,-2.3%,1.6%,-2.8,-1.3,-2.2%,nt,11.8,-0.1%,-2.0,11.5,-5.3%
O=C(COc1ccccc1)Nc1ccc(CSc2ccccc2)cc1,4.8%,-2.2%,22.3,3.6,1.4%,1.8%,2.1,0.2%,-0.2,8.7,?
Cc1ccc(N=C/C(C(=O)C(F)(F)F)=C(\O)c2cccs2)cc1,2.2%,-18.2%,?,7.0,5.4%,5.0%,-7.0,0.0%,0.4,-20.1,26.1%
COc1ccc(OC)c(S(=O)(=O)N2CCC(C(=O)NCC3CCCO3)CC2)c1 (stereo not given),-2.0%,-0.8%,-0.2,4.8,-1.1%,-1.4%,-3.1,0.2%,3.9,1.7,19.3%
O=S(=O)(NC1=NCCCCC1)c1ccc(F)cc1F,nt,nt,nt,-1.6,3.4%,nt,-5.0,-0.2%,nt,5.7,nt
Cc1nc2ccc(C(=O)N3CCN(c4ccccn4)CC3)cc2s1,-0.7%,2.3%,0.6,-7.9,2.5%,0.6%,-3.1,-0.3%,2.7,5.9,-24.7%
O=C1CSC(c2ccccc2)N1c1ccc(F)cc1F (stereo not given),6.7%,nt,1.8,14.2,-0.5%,nt,4.0,-0.5%,3.4,3.7,4.0%
CC1CC(C)CN(C(=O)C2CCN(S(=O)(=O)c3ccc4c(c3)CC(C)N4C(=O)C3CC3)CC2)C1 (stereo not given),-1.5%,nt,10.2,2.1,-1.2%,0.4%,0.2,-0.2%,-1.1,35.5,-21.5%
O=C(OCC(=O)N(C1CCCCC1)C1CCCCC1)c1ccc(O)cc1,3.8%,nt,29.8,-10.3,2.4%,nt,-4.7,0.1%,-1.4,-8.6,?
CCCCCn1c(N)c(-c2nc3ccccc3o2)c2c([N+](=O)[O-])nn(CC)c(=O)c21,-4.9%,5.2%,5.1,-28.9,4.1%,0.1%,-3.5,4.0%,3.0,2.1,?
Cc1nc(NCCOc2ccccc2)sc1C(=O)Nc1ccccc1,4.4%,-1.1%,5.6,?,2.0%,0.7%,-0.3,-0.5%,0.0,-7.4,nt
Cc1onc(-c2ccccc2)c1-c1csc(N/N=C/c2ccccc2Cl)n1,4.2%,5.9%,nt,-16.1,6.4%,-4.7%,-7.3,-1.1%,1.5,-35.7,nt
COc1cc(C=O)ccc1OCCOCCOc1ccccc1Cl,17.0%,-0.7%,-3.9,1.5,1.4%,-0.6%,-6.5,-0.5%,-0.3,-5.7,10.8%
Cc1cc(C)n2nc(-c3ccc(Br)cc3)cc2n1,-12.5%,2.8%,-2.7,0.3,1.5%,4.1%,0.2,-1.2%,-11.0,3.0,1.7%
Cc1ccc(C)c(Nc2ncnc3nc[nH]c23)c1,-7.9%,-1.8%,0.7,-4.8,4.2%,-0.1%,3.8,-0.6%,0.3,2.2,-5.1%
COC(=O)c1c(NC(=O)C(=O)N2CCOCC2)sc2c1CCC2,22.0%,nt,?,4.6,2.1%,-1.7%,-2.6,-0.3%,-1.6,-3.6,-11.0%
COC(=O)c1sccc1NC(=S)N1CCC(C)CC1,4.0%,-1.3%,5.2,15.9,-2.1%,-2.5%,-6.3,-0.2%,0.4,-9.5,nt
COC(=O)c1cc2sccc2n1CC(=O)Nc1cccc(SC)c1,-2.1%,-8.2%,1.1,11.6,nt,-2.4%,16.0,nt,-0.5,-12.5,?
CCC(C)n1cnc2c(c1=O)c1nc3ccccc3nc1n2Cc1ccc(OC)cc1 (stereo not given),0.0%,-2.5%,15.4,9.9,-0.1%,-3.4%,-7.2,9.1%,-0.4,-3.5,-16.8%
COc1cc([N+](=O)[O-])c2ncsc2c1,2.3%,10.9%,-2.4,-9.7,7.6%,2.6%,0.6,-0.3%,-2.9,-3.0,-0.2%
COc1ccc(/C=C(\NC(=O)c2cccs2)C(=O)Nc2ccc(C)cc2)cc1OC,-27.5%,3.7%,3.8,-22.8,1.9%,1.0%,2.7,-2.0%,3.6,-2.9,-5.1%
COc1ccc2c(-c3ccc(OCCN4CCOCC4)cc3)c(-c3ccccc3OC)sc2c1,nt,nt,nt,?,-1.5%,nt,-4.5,-0.2%,nt,-11.5,nt
Cc1cc(C)c2oc(-c3cccc(NC(=O)c4ccc(F)cc4)c3)nc2c1,12.8%,-4.3%,17.2,10.5,0.0%,0.0%,-9.5,-0.2%,1.4,-10.9,1.0%
CSc1ccc(CCNC(=O)CCc2nnc3ccc(N4CCCCC4)nn23)cc1,3.7%,0.5%,-1.7,8.6,-3.0%,nt,3.3,-1.1%,-1.1,-17.0,-0.4%
COC(=O)C(NC(=O)c1ccccc1)c1ccccc1 (stereo not given),3.0%,-4.1%,0.3,3.2,4.5%,10.9%,4.0,-0.2%,1.5,-2.2,1.8%
Cc1cc(N2CCC(C)CC2)n2nc(C)c(-c3ccccc3)c2n1,-0.2%,0.3%,0.8,35.8[activator],0.0%,0.7%,1.5,0.5%,6.1,5.0,2.6%
